Assay outcomes: PubChem BioAssay, National Center for Advancing Translational Sciences (NCATS)
AmpC detergent: inhibitors of E. coli AmpC beta-lactamase with detergent; P00811; AmpC hydrolysis of nitrocefin, absorbance 480 nm, 0.01% Triton; Potency, µM (doses to about 114 µM), inactives show at the highest dose activity change, negative = inhibition, usual class: inhibitors; actives 0.041% (n = 370,000); AID 485294;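 further: potency means the concentration at half of the fitted maximal effect; 0% = no-compound wells and -100% = no-enzyme wells; nearly all actives have a fitted effect of over 25% in size; some results filed as inactive show a strong effect at the top dose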
Target sequence (P00811 whole entry, looked up): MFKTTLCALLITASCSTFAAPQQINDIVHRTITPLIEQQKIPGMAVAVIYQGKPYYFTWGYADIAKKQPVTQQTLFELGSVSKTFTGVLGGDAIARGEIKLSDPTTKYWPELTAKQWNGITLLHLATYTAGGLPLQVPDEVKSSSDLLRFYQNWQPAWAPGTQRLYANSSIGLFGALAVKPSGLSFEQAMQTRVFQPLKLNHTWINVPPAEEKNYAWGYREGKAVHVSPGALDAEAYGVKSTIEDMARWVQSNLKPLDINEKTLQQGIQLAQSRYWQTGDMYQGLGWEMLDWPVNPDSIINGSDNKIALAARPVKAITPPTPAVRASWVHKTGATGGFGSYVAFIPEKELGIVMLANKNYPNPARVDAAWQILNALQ
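AmpC (5.3 nM in the dispensed reagent) in 20 mM phosphate pH 7.0 with 0.01% (detergent screen) or 0.0001% Triton X-100 was preincubated with compounds for 15 min at room temperature. Nitrocefin was then added from an 800 uM solution, and hydrolysis was followed at 480 nm.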
LmPK inhibitor: LmPK (Leishmania mexicana) enzyme inhibition. Q27686. purified LmPK, Kinase-Glo ATP luminescence, 1 h. Potency, µM (top dose mostly 57.5 µM), without a hit: at the top dose activity change, negative = inhibition, most hits filed as inhibitors. actives 0.37% (n = 290,000). AID 1721; further: potency means the concentration at half of the fitted maximal effect
Target sequence (Q27686 whole entry, looked up): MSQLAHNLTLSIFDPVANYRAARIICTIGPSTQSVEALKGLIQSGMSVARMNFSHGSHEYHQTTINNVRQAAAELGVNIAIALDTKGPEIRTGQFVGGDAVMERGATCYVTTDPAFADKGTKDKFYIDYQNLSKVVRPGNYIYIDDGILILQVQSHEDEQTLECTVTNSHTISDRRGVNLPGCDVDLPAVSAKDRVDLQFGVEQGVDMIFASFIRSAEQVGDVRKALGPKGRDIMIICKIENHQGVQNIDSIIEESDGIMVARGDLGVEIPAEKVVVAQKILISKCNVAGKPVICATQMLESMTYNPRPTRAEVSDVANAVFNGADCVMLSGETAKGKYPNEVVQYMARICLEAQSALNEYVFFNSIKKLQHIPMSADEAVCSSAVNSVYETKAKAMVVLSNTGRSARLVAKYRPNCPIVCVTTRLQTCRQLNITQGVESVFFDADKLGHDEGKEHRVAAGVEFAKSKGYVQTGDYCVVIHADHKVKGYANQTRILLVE
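ATP generated from ADP (0.1 mM) and PEP (0.5 mM) by 0.1 nM LmPK over 1 h at room temperature (pH 7.2 imidazole buffer) was detected by coupled luciferase luminescence. Values were normalized to uninhibited and no-enzyme wells.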
HCV inhibitor: blocks hepatitis C virus. Huh7.5.1 HCVcc-Cre infection, luciferase reporter, 44 h. Potency, µM (series often up to 41.8 µM), inactives show at the top dose activity change, negative = inhibition, actives largely listed as inhibitors. actives 3.4% (n = 340,000). AID 651820; further: potency means the concentration at half of the fitted maximal effect
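Infectious HCVcc-Cre (~0.5 moi) was added to cells just after compound, with cells seeded 4 h earlier at 1,000 per well. Luciferase activity after 44 h culture reported infection; substrate was incubated 15 min at room temperature before reading.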
TbPYK inhibitor: T. brucei pyruvate kinase inhibition; Q57TT1; TbPYK enzyme, Kinase-Glo Plus ATP luminescence, 45 min; Potency, µM (series often up to 76.8 µM), for inactives: top-dose activity, negative = inhibition, actives largely listed as inhibitors; actives 0.12% (n = 410,000); AID 624173; further: potency means the concentration at half of the fitted maximal effect; nearly all actives have a fitted effect of over 50% in size
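Activity of T. brucei pyruvate kinase was followed by Kinase-Glo Plus luminescence after the enzyme reacted 45 min at room temperature with 130 uM ADP (final) and substrate. Test compounds were added before ADP at multiple concentrations.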
AmpC no deterg: inhibitors of E. coli AmpC beta-lactamase without detergent. P00811. AmpC nitrocefin hydrolysis, absorbance 480 nm, 0.0001% Triton. Potency, µM (doses to about 57.1 µM), inactives show at the top dose activity change, negative = inhibition, hits mostly inhibitors. actives 0.52% (n = 330,000). AID 485341;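 further: potency means the concentration at half of the fitted maximal effect; plate controls were no compound for no effect and no enzyme for full effect; nearly all actives have a fitted effect of over 20% in size; some results filed as inactive show a strong effect at the top dose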
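AmpC (5.3 nM in the dispensed reagent) in 20 mM phosphate pH 7.0 with 0.01% (detergent screen) or 0.0001% Triton X-100 was preincubated with compounds for 15 min at room temperature. Nitrocefin was then added from an 800 uM solution, and hydrolysis was followed at 480 nm.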
AMA1-RON2 inh: AMA1-RON2 (P. falciparum) interaction inhibition. AlphaScreen AMA1-biotinylated RON2 peptide binding. Potency, µM (top dose mostly 58.2 µM), without a hit: at the top dose activity change, negative = inhibition, actives largely listed as inhibitors. actives 0.2% (n = 360,000);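 further: potency means the concentration at half of the fitted maximal effect; 0% = vehicle wells and -100% = peptide control; nearly all actives have a fitted effect of over 45% in size; some results filed as inactive show a strong effect at the top dose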
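AMA1 (3D7) with his tag at 25 nM final met compounds first, then biotinylated RON2 peptide at 25 nM; detection used donor plus acceptor beads, 10 µg/mL apiece, read by AlphaScreen after 30 min at room temperature.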
HCMV inh: blocks human cytomegalovirus replication; actives 4.5% (n = 410,000); HFF cells, HCMV-luciferase reporter, 72 h; hits give low values; activity change, negative = inhibition, % at 57.5 µM; AID 1259415; in the data active means activity change below about -60%; inconclusive means no clear call, values can overlap the other calls; inactive means above about -39%
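Cell-based, HFFs, 1000 cells/well, 16 h 37C; cpds in DMSO + HCMV-luc, MOI 1 PFU/cell; 72 h 37C; OneGlo luminescence after 5 min RT; norm. to buffer vs Salinomycin 10uM.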
* = called active by the depositor; ? = inconclusive; / = no result given; & = joins results of further samples; [ ] = remark or other dose. Unless noted, the call rests on the fitted dose curve; in most records, active means well fitted curve in the direction sought with a large enough effect; inconclusive means small, poorly fitted or top-dose-only effect, or another doubt; inactive means no such curve, though single readings can be large; an effect the other way counts as inactive or inconclusive. Unless noted, on the % scale 0 is the no-effect control and ±100 the full control effect. Not a hit list, and some 7.5% of all compounds hit somewhere here.

Order of results – AmpC detergent	LmPK inhibitor	HCV inhibitor	TbPYK inhibitor	AmpC no deterg	AMA1-RON2 inh	HCMV inh
> NS(=O)(=O)c1ccc(CNC(=O)c2scc3c2CCCC3)cc1
  -8%	1%	16%	3%	-36%	1%	-29
> COc1ccc(CSCCNC(=S)Nc2ccccc2)cc1Cl
  ?	-3%	?	5%	-41%	37%[activator]	-33
> Cc1nc2c3c(-c4ccccc4)c(-c4ccccc4)oc3ncn2n1
  -3%	2%	/	/	-4%	/	/
> Cc1cc(C)cc(NC(=O)Cn2nnc(-c3ccccc3F)n2)c1
  4%	/	/	2%	/	/	-18
> CC(=NNC(=O)Cn1ccc(C(F)(F)F)n1)c1ccc(-n2ccnc2)cc1
  /	/	20%	-1%	-34%	90%[activator]	0
> O=C1CCCC2=C1C(c1ccc(Cl)cc1)C1C(=O)c3ccccc3C1=N2 (configuration not stated)
  2%	-6%	?	-9%	-37%	-28%	-70*
> CCCCOC(=O)c1ccc(NC(C)=O)cc1
  ?	0%	10%	-1%	-8%	22%	26
> Cc1cc(C(=O)CSc2nnc(N)s2)c(C)n1Cc1cccs1
  5%	-24%	?	-2%	-19%	0%	-34
> Cc1cc(C(=O)CSc2ccc(F)cc2)cc(C)c1O
  -4%	6%	?	16%	-30%	-9%	4
> O=C(NCC(=O)N(CCc1ccccc1)C(C(=O)NC1CCCC1)c1cccnc1)c1ccco1 (configuration not stated)
  2%	-6%	6%	0%	46%	8%	/
> COc1ccccc1Cc1nnnn1CC(=O)O
  -4%	-2%	-1%	-20%	-13%	-4%	-12
> COc1ccc(CCN(C)Cc2c(F)cccc2F)cc1OC
  -9%	4%	-15%	-2%	-9%	0%	-4
> O=C(C[n+]1ccc(/C=N/O)cc1)N(Cc1ccccc1)Cc1ccccc1
  4%	-1%	2%	1%	-14%	-3%	-68*
> O=C(Nc1cccc(N2C(=O)C3C4C=CC(C4)C3C2=O)c1)c1cccs1 (configuration not stated)
  12%	2%	-12%	2%	-31%	3%	19
> Clc1ccc(NC2=NCCCS2)cc1Cl
  -1%	-1%	-5%	-2%	-19%	1%	6
> Cc1csc(SCC(=O)c2c(N)n(C)c(=O)n(C)c2=O)n1
  -8%	3%	-18%	8%	-6%	-1%	30
> CC1CCCN(S(=O)(=O)CCNC(=O)c2ccc3c(c2)OCO3)C1 (configuration not stated)
  0%	/	23%	0%	-14%	19%	-4
> COc1ccc(C)cc1NC(=O)N1CCC(CO)(CC2CCCCO2)CC1 (configuration not stated)
  10%	-2%	-3%	0%	14%	-4%	-39
> CCOC(=O)c1cc(CC)sc1NC(=O)Cc1ccccc1
  -3%	-1%	?	-11%	-2%	17%	-21
> CCOc1ccc(CCNC(=O)COC(=O)c2cc([N+](=O)[O-])ccc2N2CCOCC2)cc1OCC
  -9%	0%	?	-10%	122%[activator]	-3%	2
> O=C(O)C1CC1C(=O)N1CCN(c2ccc(Cl)c(Cl)c2)CC1 (configuration not stated)
  -9%	13%	10%	3%	-12%	9%	0
> CC1=CC2=NC(=O)/C(=C/c3cccn3Cc3ccccc3)C(=N)N2O1
  2%	-1%	-26%	-3%	-30%	7%	0
> Cc1ccc(-n2ncc3c2CC(C)(C)CC3NC(=O)CCN2CCCCC2=O)cc1 (configuration not stated)
  -2%	-7%	-9%	-4%	105%[activator]	-5%	-5
> C#CCOCCOCCOCCNc1nc(N2CCN(C(=O)[C@H]([C@@H](C)CC)n3cc([C@@H](N)CO)nn3)CC2)nc(N2CCN(C(=O)[C@H](CCCCN)n3cc([C@@H](N)C(C)CC)nn3)CC2)n1 (some centres not stated)
  7%	-2%	2%	1%	176%[activator]	11%	84
> O=C1CC(c2ccc(Cl)cc2)c2c(O)cc(O)cc2O1 (configuration not stated)
  0%	-1%	11%	-4%	-38%	-1%	33
> CCN(CC)CCN(C(=O)CN1C(=O)c2ccccc2C1=O)c1nc2cc3c(cc2s1)OCO3
  7%	-2%	-10%	-1%	76%[activator]	-16%	30
> Cc1ccc(S(=O)(=O)Nc2cc3c(C(=O)Nc4ccccc4)c(C)oc3c3ccccc23)cc1
  -1%	3%	?	-5%	-44%	10%	-23
> CC(C)(CNC(=O)/C=C/c1ccc(F)cc1)CNC(=O)/C=C/c1ccc(F)cc1
  ?	0%	-23%	-2%	85%[activator]	-3%	-3
> COc1cccc(OC)c1C(=O)NC(=S)NCc1cccnc1
  -4%	-1%	-4%	4%	-10%	10%	27
> COC(=O)c1ccc(COC(=O)CCC(=O)c2cccs2)cc1
  -13%	0%	16%	2%	-11%	1%	94
> O=C(NCCc1ccccc1)c1c[nH]c2ccc(S(=O)(=O)Nc3ccccc3F)cc2c1=O
  0%	/	/	4%	/	/	29
> S=c1[nH]nc(-c2ccccc2Br)n1Cc1ccccc1
  3%	-1%	-10%	?	-27%	78%[activator]	-6
> O=C(NNC(=S)NCC1CCCO1)c1cc(Br)ccc1Cl (configuration not stated)
  -1%	-7%	13%	7%	-10%	42%[activator]	?
> Cc1cc(C(=O)N/N=C/c2ccc(OC(=O)c3ccccc3Br)cc2)n[nH]1
  ?	1%	-11%	0%	-25%	5%	-29
> COc1ccc(CC(=O)n2[nH]c(=O)ccc2=O)cc1OC
  ?	-3%	2%	7.1µM*	-21%	59%[activator]	45
> O=C(Nc1ccc(Cl)c(Cl)c1)Nc1ccccc1O
  -4%	-20%	?	-1%	?	-10%	-20
> Cc1cccc(Nc2c(-c3cccs3)nc3nc(C)cc(C)n23)c1
  6%	/	/	-5%	/	/	28
> COc1ccc(CN2CCC2(C)C(=O)NCCc2c[nH]c3ccccc23)c2ccccc12 (configuration not stated)
  /	/	/	0%	/	-26%	36
> CCOc1ccc(-n2nc(CO)c(C(=O)NCc3cccnc3)n2)cc1
  18%	/	/	-2%	/	/	33
> O=C(CBr)Nc1c2c(nn1-c1ccccc1)CSC2
  -7%	-3%	3%	-14%	0%	-1%	33
> Cc1c(NC(=O)Nc2ccc(Cl)c(Cl)c2)sc2nc3n(c(=O)c12)CCC(C)CC3 (configuration not stated)
  20%	/	/	0%	/	/	-2
> O=C(NCc1ccc(Cl)cc1)C1CCN(C(=O)Cc2ccccc2)CC1
  ?	-3%	0%	-6%	52%	-7%	-68*
> O=C(CC1N=C(Cc2ccccc2)NNC1=O)N/N=C/c1ccc([N+](=O)[O-])cc1 (configuration not stated)
  -10%	1%	10%	0%	-18%	24%	56
> CCCCOc1ccc(C(=O)OCC(=O)Nc2cc(C)on2)cc1
  ?	-3%	8%	-11%	-22%[11.4 µM]	-3%	12
> COc1ccc(CN2CCC(=O)N([C@H](CO)Cc3ccccc3)CC2)cc1
  -15%	1%	-17%	4%	17%	10%	-38
> CN(C)c1cc[n+](CC(=O)c2ccc(-c3ccccc3)cc2)cc1
  2%	-2%	?	1%	47%	-5%	-95*
> O=C(CSc1nnc(-c2ccc(Cl)s2)o1)N1CCc2ccccc21
  -17%	3%	/	/	-16%	/	/
> Oc1ccc(Nc2nc(-c3ccc(Cl)cc3)nc3ccccc23)cc1
  0%	/	/	1%	/	/	-61*
> O=C(O)c1ccccc1NN=Cc1ccccc1
  /	/	16%	0%	/	7%	77
> CCN(c1ccccc1)S(=O)(=O)c1cccc(C(=O)NCc2ccccc2CN2CCOCC2)c1
  -6%	/	?	0%	125%[activator]	-17%	1
> CC(C)CC(=O)c1c[nH]c(C(=O)O)c1
  -2%	0%	14%	3%	-19%	17%	?
> O=c1[nH]c(CN2CCN(c3ccc(O)cc3)CC2)nc2scc(-c3ccc(Cl)cc3)c12
  0%	1%	6.3µM*	-23%	44%	16%	?
> CCCC(=O)Nc1nnc(-c2ccccc2)o1
  1%	-10%	7%	1%	-22%	89%[activator]	-36
> CCc1cc(C(=O)OC)c(NC(=O)c2ccoc2C)s1
  7%	4%	10µM*	-17%	-25%	-3%	-21
> NNC(=O)c1ccc(COc2ccc3ccccc3c2)cc1
  2%	1%	-11%	0%	-18%	77%[activator]	61
> COC(=O)c1ccc2nc(C3CCCCC3)c(Cc3cccc(Cl)c3)n2c1
  /	/	/	-1%	/	-10%	-22
> O=[N+]([O-])c1ccc2ncnc(N3CCN(Cc4ccc5c(c4)OCO5)CC3)c2c1
  1%	-1%	?	0%	86%[activator]	-18%	-80*
> COc1ccc(S(=O)(=O)N2CCCC(C(F)(F)F)C2)cc1 (configuration not stated)
  0%	4%	0%	5%	-9%	-2%	5
> CN1CCN(c2c(F)cc3c(=O)c(C(=O)O)cn4c3c2OCN4C)CC1
  0%	-2%	13%	-1%&-2%	-15%	6%	-31
> Cc1cccc(C(=O)Nc2cccc(OCc3cc(=O)n4ccccc4n3)c2)c1
  16%	/	/	-4%	/	/	-40

Grouped by structure, the entries above with a nitro group on carbon
Order of results – AmpC detergent	LmPK inhibitor	HCV inhibitor	TbPYK inhibitor	AmpC no deterg	AMA1-RON2 inh	HCMV inh
> CCOc1ccc(CCNC(=O)COC(=O)c2cc([N+](=O)[O-])ccc2N2CCOCC2)cc1OCC
  -9%	0%	?	-10%	122%[activator]	-3%	2
> O=C(CC1N=C(Cc2ccccc2)NNC1=O)N/N=C/c1ccc([N+](=O)[O-])cc1 (configuration not stated)
  -10%	1%	10%	0%	-18%	24%	56
> O=[N+]([O-])c1ccc2ncnc(N3CCN(Cc4ccc5c(c4)OCO5)CC3)c2c1
  1%	-1%	?	0%	86%[activator]	-18%	-80*

Other records.
Order of results – AmpC detergent	LmPK inhibitor	HCV inhibitor	TbPYK inhibitor	AmpC no deterg	AMA1-RON2 inh	HCMV inh
> CCOc1ccc(-n2c(SCC(=O)Nc3ccc4c(c3)OCCO4)nc3c(c2=O)SCC3)cc1
  -2%	1%	?	1%	-28%	-3%	8
> COc1ccc(C(=O)Nc2ccc(N3CCOCC3)cc2)cc1S(=O)(=O)N1CCCC1
  -19%	/	-12%	6%	-11%	-1%	-11
> Cc1ccccc1C(=O)Nc1ccc(OCc2cc(=O)n3cccc(C)c3n2)cc1
  4%	/	/	5%	/	/	-11
> O=C(c1cnccn1)N(Cc1cccs1)C1(C(=O)NC2CCCC2)CCCCC1
  ?	0%	4%	-4%	-7%	12%	-15
> O=C(NNS(=O)(=O)c1ccc(Cl)cc1)c1sccc1-n1cccc1
  -12%	-3%	-8%	2%	-48%	-5%	-10
